# Compound activity (PubChem)
# m5-HT2A agonist – agonists of mouse serotonin 5-HT2A receptor (HTR2A). hit rate 0.66% among 360,000. CHO-K1 mHTR2A beta-arrestin complementation, luminescence; percent of 30 µM serotonin response. AID 624169. activation, % at 7.6 µM. P35363;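 active means activation above a run cutoff, the mean activation of all tested compounds plus 3 SD, cut at about 14% in these data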;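 further: 0% = plate median of compound wells and 100% = 30 µM serotonin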
# Target sequence (P35363 whole entry, looked up): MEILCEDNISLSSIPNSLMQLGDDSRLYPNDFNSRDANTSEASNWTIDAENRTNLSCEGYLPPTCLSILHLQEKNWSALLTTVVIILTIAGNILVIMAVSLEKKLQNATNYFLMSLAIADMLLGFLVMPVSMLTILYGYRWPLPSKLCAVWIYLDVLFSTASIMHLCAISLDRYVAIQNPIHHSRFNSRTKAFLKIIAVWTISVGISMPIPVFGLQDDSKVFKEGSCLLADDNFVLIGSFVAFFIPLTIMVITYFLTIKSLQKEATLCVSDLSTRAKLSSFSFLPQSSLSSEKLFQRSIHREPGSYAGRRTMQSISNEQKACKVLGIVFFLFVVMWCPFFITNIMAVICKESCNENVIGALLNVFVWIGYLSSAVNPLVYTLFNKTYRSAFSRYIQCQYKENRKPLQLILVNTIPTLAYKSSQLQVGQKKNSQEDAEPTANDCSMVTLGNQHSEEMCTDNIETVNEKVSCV
# ABCB6 inh MLPCN – inhibitors of human ABC transporter ABCB6; Q9NP58; K562-ABCB6 porphyrin accumulation, flow cytometry, 1 h; active compounds read low; fluorescence ratio to DMSO, % at 10 µM; hit rate 0.19% among 360,000; AID 602162;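 active means fluorescence ratio to DMSO below 75%, the collection mean minus 3 SD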;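 further: signal is porphyrin accumulated inside mitochondria; 100% equals median channel fluorescence of DMSO control wells; lower ratio means ABCB6 inhibition with less porphyrin fluorescence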
# MC4R barr agon – agonists of human melanocortin 4 receptor (MC4R) beta-arrestin. P32245. activation, % at 8.9 µM. hit rate 0.98% among 360,000. U2OS MC4R beta-arrestin complementation, luminescence; percent of melanotan II response, DMSO zero;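 active means activation above a per-plate cutoff, the mean activation of sample wells on that plate plus 3 SD, cut at about 8% in these data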
# CaV13 FRET inh – Disruptors of the CACNA1D IQ motif to Ca2+-dependent inactivation inhibitor domain association, primary screening, Förster resonance energy transfer in intact living …; inhibition, % at 12.3 µM; HEK cells, CFP/YFP FRET ICDI-IQ, plate reader, 10 min; percent FRET-ratio fall versus neutral wells; hit rate 0.098% among 340,000;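 active means mean replicate inhibition of at least 30% and at least 1% of replicates passing that level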;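 further: 0% = median of the neutral control wells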
# aDG glyco act – increases alpha dystroglycan glycosylation; Pro5-aDG cells, alpha-DG glycosylation AlphaScreen (IIH6); 0% Pro5, 100% B10-LARGE cell signal; hit rate 0.22% among 360,000; AID 624168; activation, % at 10 µM;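 active means activation of at least 8% versus controls, or a plate z-score of at least 8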;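 further: Pro5 are CHO cells carrying HIG-tagged alpha-DG that lacks glycosylation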
# MC4R antag cAMP – human MC4R antagonism in cAMP assay; P32245; MC4R-expressing cells, MTII-stimulated cAMP, LANCE TR-FRET; inhibition, % at 6.5 µM; hit rate 0.48% among 360,000; AID 540295;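 active means inhibition above its plate's cutoff, the mean of tested wells on that plate plus 3 SD, cut at about 29% in these data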;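 further: 0% = Melanotan II alone and 100% = Melanotan II plus saturating MCL0020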
#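 Assay system: human MC4R-expressing U2OS cells; reagent: Melanotan II stimulation of cells; dosing: 6.5 µM single dose; timing: compound 30 min, challenge 1 h, detection 1 h; signal: TR-FRET cAMP assay; replicates: one well per compound, no replicates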
# H9c2 protect – modulators protecting cardiomyocytes from myocardial damage; AID 588492; hit rate 0.63% among 360,000; protection from H2O2 cell death, % at 20 µM; H9c2 cardiomyocytes, H2O2 injury protection, ATPLite, 2 h;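 active means compounds giving at least 50% protection of heart cells from peroxide-induced death in the single-dose screen, raw or plate-pattern-corrected value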;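 further: 0% = DMSO wells with peroxide and 100% = DMSO wells without peroxide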
# Vif imaging – blocks HIV Vif function; HEK293T cells, Vif self-association by quenched fluorescence, imaging, 24 h; inhibition, % at 7.49 µM; hit rate 0.35% among 340,000; AID 602346; in the data active means inhibition above about 50%, passing the limit was not always enough; further: some results filed as inactive read as strong as hits
# PDI turbidity – PDI (human) enzyme inhibition | P07237 | PDI insulin aggregation turbidity, A650, 90 min | inhibition, % at 10 µM | hit rate 0.052% among 350,000 | AID 588391;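 active means mean inhibition across replicates of 30% or more, whatever share of single replicates reach that level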;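 further: absorbance from insulin aggregation driven by PDI reduction with DTT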
# Target sequence (P07237 whole entry, looked up): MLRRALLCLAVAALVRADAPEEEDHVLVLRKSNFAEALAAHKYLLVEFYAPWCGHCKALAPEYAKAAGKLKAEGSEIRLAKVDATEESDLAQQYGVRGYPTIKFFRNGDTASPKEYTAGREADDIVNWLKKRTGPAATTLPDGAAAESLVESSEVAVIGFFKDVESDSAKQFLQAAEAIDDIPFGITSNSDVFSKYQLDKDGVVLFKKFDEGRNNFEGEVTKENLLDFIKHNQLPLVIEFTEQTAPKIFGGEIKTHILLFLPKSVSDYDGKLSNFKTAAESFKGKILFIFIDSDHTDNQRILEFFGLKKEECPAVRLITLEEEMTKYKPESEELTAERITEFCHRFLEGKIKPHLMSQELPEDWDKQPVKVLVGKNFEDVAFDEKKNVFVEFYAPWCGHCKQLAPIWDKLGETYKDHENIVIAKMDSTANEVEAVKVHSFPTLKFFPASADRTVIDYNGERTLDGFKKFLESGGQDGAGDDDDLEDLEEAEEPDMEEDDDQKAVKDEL
# N-glyco inh – blocks N-linked glycosylation in D54 reporter cells; D54 ERlucT glycosylation luciferase reporter, 24 h; percent of 100 nM tunicamycin response; reporter increase, % at 12.5 µM; hit rate 0.23% among 360,000;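 active means mean luciferase reporter signal, scaled so untreated is 0 and the glycosylation-blocking control 100, at or above a set limit in every replicate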;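 further: luciferase carries N-glycosylation sites so blocking glycosylation raises the light; 0% = median of neutral control wells and 100% = median of 100 nM tunicamycin wells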
# * hit, by the source's call; . = not tested or not shown.
SMILES	MC4R antag cAMP	PDI turbidity	MC4R barr agon	N-glyco inh	aDG glyco act	ABCB6 inh MLPCN	H9c2 protect	m5-HT2A agonist	CaV13 FRET inh	Vif imaging
CCOC(=O)c1sc(NC(=O)C2=COCCO2)c(C#N)c1C	3	3	-0.9	2	0.0	94	-11	2	-6	0
CCOC(=O)c1cc(-c2ccc3c(c2)OCO3)nc2onc(C)c12	1	-7	0.4	1	0.1	94	-1	3	.	-4
O=C(/C=C/c1ccc([N+](=O)[O-])cc1)NCCN1C(=O)S/C(=C\c2ccc(F)cc2)C1=O	-2	-6	-1.9	-3	-0.1	100	-3	1	14	-3
CNC(=O)C1CC(=O)N(Cc2ccc(OC)c(OC)c2)C(=Nc2ccc(OC)cc2)S1 (configuration not stated)	2	-6	-1.7	-3	0.0	103	-7	2	-6	-4
O=C(NCc1ccc(F)cc1)C1CCCN(S(=O)(=O)c2cccc3nonc23)C1 (configuration not stated)	5	20	2.0	-3	-0.6	100	2	17*	-2	-4
Cc1cccc(CS(=O)(=O)c2ncc(Cl)c(C(=O)Nc3ccc(F)cc3)n2)c1	12	6	-2.1	-12	-0.9	44*	-19	-2	-8	-12
Cc1cccc(OCC(=O)Nc2nnn(C)n2)c1C	2	6	-0.8	3	2.2	100	5	6	-5	-2
CNC(=O)CSc1nnc(SCCC(=O)O)s1	9	0	-1.2	5	0.0	120	6	7	-5	3
O=C(N/N=C\c1ccc([N+](=O)[O-])o1)C1COc2ccccc2O1 (configuration not stated)	13	1	-1.4	8	5.1	96	-2	-2	4	-5
CCN(CC(=O)Nc1c(F)cccc1F)C(=O)Cc1n[nH]c(=O)c2ccccc12	14	-3	-2.5	1	-0.2	99	60*	9	-1	-2
CN(C)C=NC(=O)c1ccc(N2CCN(c3ncc(C(F)(F)F)cc3Cl)CC2)cc1	0	-2	8.2	0	0.7	95	-18	-6	-5	10
O=C(Nc1ccc(Oc2ccc(Cl)cc2)c(Cl)c1)c1cc(I)cc(I)c1O	0	8	1.2	-1	0.9	91	-44	3	-6	-7
CCOC(=O)C1(C)NC(c2cccc(C)c2)C2C(=O)N(c3ccccc3)C(=O)C21 (configuration not stated)	16	-1	0.0	4	-0.1	98	1	-6	-3	-3
COc1ccc(C(=O)CSc2ccc(-c3ccco3)nn2)cc1	-3	2	-1.1	1	0.4	101	-3	9	-9	-8
c1ccc(-c2nc3ccccc3c3nc4ccccc4n23)cc1	-1	-8	-0.7	-1	-0.5	96	-6	1	-2	-5
CCOc1ccc(N2C(=O)C3ON(c4ccccc4)C(c4cccs4)C3C2=O)cc1 (configuration not stated)	14	0	1.1	0	0.1	99	-9	5	-5	-1
Cc1cccn2c(=O)c3cc(C(=O)NCc4ccco4)c(=N)n(C(C)C)c3nc12	-1	1	-2.2	4	0.1	98	8	-4	3	-14
Cc1ccc2c(c1)CCCN2CC(=O)N(C)c1c(N)n(Cc2ccccc2)c(=O)[nH]c1=O	0	3	-1.4	2	0.0	103	4	0	-7	27
COc1cc2c(cc1OC)C(=O)N1[C@H]3c4cc(C)ccc4OC[C@@H]3[C@H](c3ccccc3)[C@]1(C)C(=O)N2	2	7	-1.5	52*	0.2	103	4	-2	3	1
O=C(c1ccco1)N1CCN(C(c2ccc(Cl)cc2)c2nnnn2CC2CCCO2)CC1 (configuration not stated)	5	0	-1.2	-1	-0.1	96	0	-4	-5	-4
O=C(Nc1ccccc1F)C1CCCN(S(=O)(=O)c2ccc(-n3cnnn3)cc2)C1 (configuration not stated)	19	7	-1.2	0	0.1	96	2	1	-7	3
CC1=CC(C)C(=O)N(CCN2CCOCC2)C(C)=C1 (configuration not stated)	8	-13	-1.9	1	-0.1	97	-2	-3	-9	.
Cc1ccccc1C(=O)NC1CCN(CC(=O)NCc2cccs2)CC1	10	-4	-3.2	0	-0.3	99	7	0	11	9
CN(C(=O)Cn1nc(C(=O)O)c2ccccc2c1=O)c1ccccc1	1	-9	-2.8	0	0.0	100	28	3	-5	6
COC(=O)C1NN=C(C(=O)c2ccc(Cl)cc2)C1c1ccc(OC)cc1 (configuration not stated)	2	-15	1.1	0	0.4	99	-3	-6	-5	0

SMILES	MC4R antag cAMP	PDI turbidity	MC4R barr agon	N-glyco inh	aDG glyco act	ABCB6 inh MLPCN	H9c2 protect	m5-HT2A agonist	CaV13 FRET inh	Vif imaging
CN(C(=O)CSc1ncccc1C(=O)O)c1ccccc1	18	8	0.2	2	0.1	96	-5	-4	-8	0
O=c1c2ccccc2sc2ccc(NCCCN3CCOCC3)cc12	4	1	0.4	4	0.0	153	-7	-1	-11	15
O=C1NN(c2ccccc2)C(=O)/C1=C/c1coc2ccccc2c1=O	-6	-18	-2.6	-1	0.1	103	-7	-1	-7	-2
CC(C)(C)c1ccc(CC(=O)N2CCC2(C)C(=O)NCCC#N)cc1 (configuration not stated)	3	21	-0.8	-1	-0.2	97	6	8	-5	-10
O=C(c1ccc(-n2cccn2)cc1)N1CCN(c2ncccc2C(F)(F)F)CC1	13	1	2.5	3	0.0	100	-2	-3	-12	-6
C[C@H](CO)N1C[C@H](C)[C@@H](CN(C)Cc2ccc(C(=O)O)cc2)OCc2cnnn2CCCC1=O	3	-1	-1.3	1	0.0	97	11	4	-6	-1
Cc1cccc(C)c1NC(=O)NN(C(=O)c1ccccc1)C(C)(C)C	3	3	-0.6	2	-0.2	94	1	2	-4	4
O=C(CSc1nc2ccc([N+](=O)[O-])cc2[nH]1)c1ccc(Cl)cc1	-4	1	7.4	1	-0.1	95	-26	-3	-4	-5
CCOC(=O)c1c(NC(=O)CSc2nnc(-c3c[nH]c4ccccc34)n2CCOC)sc2c1CCCCC2	8	.	-0.9	0	-0.3	102	-14	5	-5	-10
Cc1ccc(-n2ncc3c(=O)[nH]c(SC(C)C)nc32)cc1	-8	4	5.4	-1	-0.1	101	-5	1	-9	.
CC/C(C)=N/Nc1cccc([N+](=O)[O-])c1	3	18	-1.4	3	0.1	102	-7	-3	0	5
CCCCSc1nnc(CSc2nc3nc(C)cc(C)n3n2)o1	-5	2	-1.4	2	0.1	99	0	-2	-9	3
CCn1c(C)cc(/C=C2/SC(=O)N(C(C)C(=O)OC)C2=O)c1C (configuration not stated)	-7	1	-3.0	-2	-0.1	100	-12	5	-5	0
COc1ccc(CN2C(=O)c3cccnc3C2=O)cc1S(=O)(=O)N(C)Cc1ccco1	-2	3	-1.0	1	-0.2	97	0	4	-3	3
Cc1nc(CS(=O)c2ccc(Cl)cc2)cc(N2CCOCC2)n1 (configuration not stated)	-2	4	0.3	0	-0.1	96	17	-2	.	9
COc1cccc(CNC(=O)CCNS(=O)(=O)c2ccc(Br)s2)c1	1	-11	-0.3	-2	0.0	97	-5	1	-2	13
COc1cc(Br)c(-c2sc(Nc3ccccc3)n[n+]2-c2ccccc2)cc1OC	1	3	-2.3	3	0.1	98	-10	-1	-6	-3
CC(NS(=O)(=O)c1cccc(C(=O)NCc2ccncc2)c1)c1ccccc1 (configuration not stated)	14	2	0.3	-1	-0.1	96	2	-3	-5	-6
O=C(N/C(=C\c1ccc([N+](=O)[O-])cc1)C(=O)N1CCCCC1)c1ccccc1Br	6	-9	-2.9	-2	0.1	87	-8	0	-5	-1
Fc1cccc(Cc2c(-c3ccco3)nc3c4ccccc4ccn23)c1	.	.	.	-8	0.3	96	-9	-10	-10	.
O=C(NCCCN1CCOCC1)c1c(F)cccc1F	0	12	-1.4	2	0.0	97	1	1	-7	-3
Cc1cc(C(=O)CSc2nc3ccccc3[nH]2)c(C)n1CC1CCCO1 (configuration not stated)	19	8	7.0	-21	0.0	93	-20	25*	-3	28
COc1cc(C(=S)N2CCCC2)cc(OC)c1OC	1	-2	2.4	1	4.7	89	5	10	-2	2
N#Cc1nc(-c2ccc(Cl)cc2)oc1NCC1CCCO1 (configuration not stated)	-4	0	-2.0	2	0.2	100	1	0	-3	-7
COc1ccc2cc(/C=N/O)c(Cl)nc2c1	-24	9	2.4	-4	-0.6	95	7	1	3	-2

# With a hit mark in ABCB6 inh MLPCN, among the entries above:
molecule | MC4R antag cAMP | PDI turbidity | MC4R barr agon | N-glyco inh | aDG glyco act | ABCB6 inh MLPCN | m5-HT2A agonist | CaV13 FRET inh | Vif imaging
Cc1cccc(CS(=O)(=O)c2ncc(Cl)c(C(=O)Nc3ccc(F)cc3)n2)c1 | 12 | 6 | -2.1 | -12 | -0.9 | 44* | -2 | -8 | -12

# (further entries)
SMILES	MC4R antag cAMP	PDI turbidity	MC4R barr agon	N-glyco inh	aDG glyco act	ABCB6 inh MLPCN	H9c2 protect	m5-HT2A agonist	CaV13 FRET inh	Vif imaging
CCOC(=O)c1nnn(-c2nonc2-n2cccc2)c1CCl	5	8	-1.8	3	-0.1	103	-4	1	.	6
COC(=O)c1c(N)sc(C(=O)N2CCOCC2)c1C	-4	-2	0.7	1	0.3	.	-2	1	.	-2
CCOc1ccc(C2/C(=C(\O)c3c(C)[nH]c(C(=O)OC)c3C)C(=O)C(=O)N2CCN(C)C)cc1 (configuration not stated)	-1	-2	0.9	-2	0.1	101	8	4	-9	-7
O=C(COC(=O)CCN1C(=O)C2CC=CCC2C1=O)NCCc1ccc(F)cc1 (configuration not stated)	-1	-2	-3.5	2	0.0	100	2	10	-5	-6
CCOC(=O)N1CCN(C(=O)CSc2nnc(Cn3c(=O)sc4ccccc43)n2C)CC1	-4	.	-0.8	-1	0.0	95	4	2	-2	5
COc1ccc(CNc2c(C(=O)O)cnc3c2cnn3C)cc1	-6	-10	-0.6	3	0.0	103	10	11	3	.
CC1=C(C(=O)N2CCOCC2)CC(CC(=O)NC2CCCC2)C(=O)N1CCCN1CCCC1=O (configuration not stated)	5	-5	0.0	-1	0.0	100	7	-4	-5	-5
CCC(=O)Nc1nnc(S(=O)(=O)N(C)Cc2ccco2)s1	1	-4	-0.9	5	-0.3	92	-4	-1	-3	4
Cc1ccc(C)c(-n2c(-c3ccc4c(c3)OCO4)n[nH]c2=S)c1	-2	1	-3.2	2	-0.2	98	2	1	-4	-1
OC(c1ccc(F)c(F)c1)c1ncc(-c2ccccc2F)[nH]1 (configuration not stated)	13	15	-0.2	-2	0.1	94	-17	-2	-5	-3
COCCNC(=O)CCCn1c(=O)c2cc(OC)c(OC)cc2n(CC(=O)Nc2ccc(F)cc2)c1=O	1	0	-1.6	0	0.1	101	0	4	-7	-23
CN(CC1CCCN(CCc2ccc(F)cc2)C1)C(=O)CCC(F)(F)F (configuration not stated)	5	7	0.3	1	-0.3	88	2	-7	-2	1
O=C(C1=C[C@H](c2ccc(Br)cc2)C[C@H](OCCCCO)O1)N1CCN(Cc2ccccc2)CC1	8	3	-1.6	-5	0.0	95	2	-3	-6	-4
CCCCC#Cc1ccc(C(=O)NNC(=O)Nc2cc(Cl)cc(Cl)c2)o1	1	1	0.6	-1	0.6	103	-16	-2	-4	-12
